SENP1 inh = human SENP1 catalytic domain inhibitors, primary screen, biochemical, FRET, uHTS; Sentrin-specific protease 1 (Homo sapiens), Q9P0U3; recombinant SENP1 catalytic domain, CyPet-SUMO1-YPet FRET cleavage; inhibition, % at 10 µM; actives 0.21% (n = 360,000); AID 624204, 2012;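 active = inhibition at least 30% at 10 µM, raw YFP signal under a set limit, fluorescence ratio 0.5 to 1.5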;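 also: 0% = enzyme with DMSO and 100% = no enzyme wells; some results filed as inactive read as strong as hits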
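Test system: hSENP1 catalytic domain, recombinant; Amount: 20 pM final SENP1 enzyme; Medium: Tris pH 8 buffer plus EDTA, NaCl, BME, BSA, NP40, catalase; Schedule: 50 min enzyme reaction, room temperature, light-protected; Technique: FRET fluorescence in CFP and YFP emission channels; Controls: no-enzyme wells low, DMSO-plus-enzyme wells high control.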
SENP6 inh = SENP6 protease inhibitors, primary screen, biochemical, luminescence, uHTS; AID 2599, 2010; inhibition, % at 10 µM; Recombinant SENP6 catalytic domain, aminoluciferin luminescence; actives 1.8% (n = 330,000);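 active = inhibition above about 50% at the single tested dose, limit read from the data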;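 also: plate controls were DMSO wells with enzyme for no effect and DMSO wells lacking enzyme for full effect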
Target sequence (Q9GZR1 628-1112 limits assumed): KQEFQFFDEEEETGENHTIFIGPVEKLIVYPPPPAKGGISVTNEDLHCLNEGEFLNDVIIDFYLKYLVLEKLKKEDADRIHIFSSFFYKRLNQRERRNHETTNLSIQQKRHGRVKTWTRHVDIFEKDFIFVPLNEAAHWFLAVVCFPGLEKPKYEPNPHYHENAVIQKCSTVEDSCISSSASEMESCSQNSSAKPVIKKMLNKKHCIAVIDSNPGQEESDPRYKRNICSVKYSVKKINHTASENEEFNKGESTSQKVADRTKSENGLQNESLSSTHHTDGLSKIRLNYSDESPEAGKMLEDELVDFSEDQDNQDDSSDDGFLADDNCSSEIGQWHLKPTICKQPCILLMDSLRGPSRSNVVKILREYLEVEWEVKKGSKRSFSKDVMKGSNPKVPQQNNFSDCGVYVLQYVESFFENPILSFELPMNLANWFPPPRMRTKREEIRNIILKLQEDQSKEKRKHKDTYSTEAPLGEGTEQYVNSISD
SENP8 block = human SENP8 protease inhibitors, primary screen, biochemical, fluorescence, Nedd8 protein substrate, uHTS; actives 0.64% (n = 360,000); AID 602440, 2012; Sentrin-specific protease 8 (Homo sapiens), Q96LD8; recombinant SENP8; inhibition, % at 20 µM; in the data active = inhibition mostly above about 40%, no sharp cut-off; inactive = mostly below about 27%
Target sequence (Q96LD8 whole entry, looked up): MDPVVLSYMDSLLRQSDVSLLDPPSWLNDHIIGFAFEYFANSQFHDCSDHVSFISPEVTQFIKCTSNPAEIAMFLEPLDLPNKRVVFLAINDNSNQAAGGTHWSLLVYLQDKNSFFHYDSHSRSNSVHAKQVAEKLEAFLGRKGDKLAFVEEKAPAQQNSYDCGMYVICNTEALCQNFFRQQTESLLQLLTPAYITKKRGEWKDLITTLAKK
PfGluPho inh = PfG6PD enzyme inhibitors, primary screen, biochemical, fluorescence intensity, uHTS; actives 0.78% (n = 350,000); glucose-6-phosphate dehydrogenase-6-phosphogluconolactonase (Plasmodium falciparum 3D7); AID 504690, 2011; PfGluPho enzyme, NADPH resazurin-diaphorase fluorescence; inhibition, % at 20 µM;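 active = inhibition reaching at least a set limit at 20 µM in the primary screen, cut at about 59% in these data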;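 also: 0% = DMSO wells with substrate and 100% = DMSO wells lacking glucose-6-phosphate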
MPTP block = mitochondrial permeability transition pore inhibitors, primary screen, biochemical, isolated mouse mitochondria, absorbance | actives 1.4% (n = 360,000) | inhibition, % at 10 µM | AID 602449, 2012 | Ca2+ swelling absorbance, 30 min;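 active = inhibition of 50% or more, scaled per plate between neutral and stimulator controls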;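 also: 0% = DMSO wells given calcium and 100% = 1 mM EGTA wells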
ATG4B inhibitor = ATG4B protease inhibitors, primary screen, biochemical, fluorescence, uHTS | ATG4B cleavage of LC3-PLA2, NBD-HPC fluorescence, 1 h | inhibition, % at 8.33 µM | actives 0.51% (n = 340,000); in the data active = inhibition above about 40%
Target sequence (Q9Y4P1 whole entry, looked up): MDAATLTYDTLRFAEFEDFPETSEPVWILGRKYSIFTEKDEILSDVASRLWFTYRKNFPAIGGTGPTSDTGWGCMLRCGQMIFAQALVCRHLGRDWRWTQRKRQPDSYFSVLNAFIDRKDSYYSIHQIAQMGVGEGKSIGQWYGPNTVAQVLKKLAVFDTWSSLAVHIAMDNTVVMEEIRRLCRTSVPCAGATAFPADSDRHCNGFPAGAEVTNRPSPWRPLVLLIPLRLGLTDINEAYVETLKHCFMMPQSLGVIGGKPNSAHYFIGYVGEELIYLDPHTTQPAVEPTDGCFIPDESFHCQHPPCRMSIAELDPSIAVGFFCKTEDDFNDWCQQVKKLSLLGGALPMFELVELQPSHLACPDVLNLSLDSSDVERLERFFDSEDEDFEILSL
NR3A LBD binder = binders of NR3A ligand-binding domain, primary screen, biophysical, differential scanning fluorimetry, uHTS; NR3A LBD differential scanning fluorimetry, Tm shift; 0% = protein alone, 100% = glycine-bound protein; Tm shift relative to glycine control, % at 25 µM; Glutamate receptor ionotropic, NMDA 3A (GRIN3A) ligand-binding domain; actives 2.5% (n = 340,000);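 active = melting temperature shift of at least 10% of the positive control shift, at one fixed dose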
hIAP act = human IAP activators, primary screen, biochemical, luminescence, uHTS | activation factor at 10 µM | purified human IAP, CDP-Star luminescence, 30 min; stronger effect = higher value; 1 = vehicle-only enzyme, 0 = enzyme-free background | actives 0.16% (n = 330,000);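 active = activation factor of the enzyme at least 2-fold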; also: the source names both 10 and 20 µM as test concentration; values of inactives mirror those of a sister screen read the other way
Numbers without * were called inactive; . = no result given. Rows were taken by chance (roughly 6.7% active in at least one column).

SMILES	SENP1 inh	SENP6 inh	SENP8 block	PfGluPho inh	MPTP block	ATG4B inhibitor	NR3A LBD binder	hIAP act
Brc1ccc(C2Nc3cccc4cccc(c34)N2)cc1	-4	.	-16	40	5.6	17	1	.
CCC(CC)NCCOC(=O)c1ccc([N+](=O)[O-])cc1	1	-12	24	-14	-0.2	2	-4	1.1
Cc1cc(C(=O)N/N=C2\CC(=O)c3ccccc32)c(C)n1-c1ccccc1	7	29	37	8	-3.2	-8	-2	0.99
Cn1cnc([N+](=O)[O-])c1S(=O)(=O)Oc1ccc(Cl)cc1	1	.	12	13	-0.8	1	0	.
COC(=O)Cn1cnc2c(C#N)c3n(c2c1=O)CCCCC3	1	-4	6	4	-0.7	-3	0	0.94
CCN(CC)c1cc(-c2ccccc2)ncn1	4	-10	-54	-2	-2.0	-1	-4	1
Cc1ccc(-n2c(CCC(=O)O)ccc2-c2cccs2)cc1C	-23	-15	-484	-18	-0.5	8	-2	0.88
CN(C)c1cccc(C(=O)Nc2cc(C(F)(F)F)ccc2-n2cnc3ccccc32)c1	0	3	-102	6	-1.7	-4	-5	0.93
CCCCSc1nnc(-c2ccc(C)cc2)o1	1	51*	16	-5	2.0	13	1	0.93
CCOC(=O)CCC(=O)Nc1ccc(S(=O)(=O)N2CCCC2)cc1	2	9	16	-8	-0.8	-9	5	1
Cc1cc(C)n(-c2ncnc3sc4c(c23)CC(C)CC4)n1 (stereo not given)	1	1	-24	-30	0.2	2	-2	1.1
Cc1c(OCc2ccccc2)c(=O)ccn1Cc1ccc(F)cc1	-1	-1	11	23	0.7	-18	0	0.91
CC(/C=N/NC(=O)c1cccs1)=C\c1ccco1	-16	22	-59	15	2.2	-2	3	0.85
O=C(CC1OC(=O)c2ccccc21)Nc1ccc(Cl)c(S(=O)(=O)N2CCCCC2)c1 (stereo not given)	-1	-1	3	4	-1.1	8	-6	0.98
NC(=O)C1CCN(c2cc(Cl)nc(N)n2)CC1	-4	-2	10	0	-0.9	1	-3	1.1
Cn1c(Nc2ccccc2)cc(=O)n(C)c1=O	2	-11	20	-4	-0.5	-2	-2	1.1
CCCCn1c(N)c(N(CCC(C)C)C(=O)c2sc3nc4n(c(=O)c3c2C)CCC4)c(=O)[nH]c1=O	0	12	10	18	-0.7	-4	-3	1.3
CCCn1cnc2cc(NCc3cccs3)ccc21	-2	4	-72	12	0.3	5	-1	1.1
CC1CC1C(=O)OCC(=O)NNC(=O)COc1ccc(Br)cc1 (stereo not given)	0	-2	4	2	-1.7	6	1	1.4
OC(CNCc1ccc(F)cc1)(c1ccccc1)c1ccc(F)cc1 (stereo not given)	2	4	16	-4	1.1	16	0	1.1
CN(Cc1ccc(OC(F)F)cc1)C(=O)C1CCN(S(=O)(=O)c2ccc3c(c2)OCCO3)CC1	0	-6	-1	3	-0.2	-10	3	1
N/C(=N\NC(=O)c1ccccc1Cl)c1cc2ccccc2oc1=O	-3	-6	-10	-29	-0.4	7	-1	0.85
COc1ccc(CNCc2ccc(OC)c3ccccc23)cc1	1	11	4	-2	0.4	-8	0	1.1
Cc1ccc(-c2nnc(N3CCN(C(=O)Cn4c(=O)n(C)c5ccccc54)CC3)c3ccccc23)cc1	0	-9	10	6	-0.9	-5	0	0.74
CC(=O)Nc1cccc(NC(=O)COC(=O)C2CC3CCCC(C2)C3=O)c1 (stereo not given)	-1	3	4	-10	2.1	0	1	1.1
Other records follow:
SMILES	SENP1 inh	SENP6 inh	SENP8 block	PfGluPho inh	MPTP block	ATG4B inhibitor	NR3A LBD binder	hIAP act
Cc1ccc(-c2cnn3c(N4CCOCC4)cc(C)nc23)cc1	-1	42	-315	21	0.8	5	-1	0.95
CCOC(=O)c1c(NC(=O)CN2CCN(C(=O)c3ccco3)CC2)sc(C(N)=O)c1C	0	-7	5	-20	-0.9	1	-1	0.83
CCc1[nH]c(C)c(C(C)=O)c1C	-1	-21	8	-4	0.0	-9	2	0.98
CC(C)COc1ccc(-c2nn(-c3ccccc3)cc2CO)cc1	1	9	7	29	0.2	-1	7	0.97
Cc1ccc(C)c2[nH]c(=O)c(CCNC(=O)c3ccc4c(c3)OCO4)cc12	3	-3	-49	6	-0.1	-14	-13	0.87
COC(=O)c1c(C)oc(C)c1S(=O)(=O)NCc1ccc(Cl)cc1	1	-15	10	8	2.3	-4	1	0.97
CC(=O)CC1(O)C(=O)N(CN2CCN(c3ccccc3)CC2)c2ccccc21 (stereo not given)	0	-15	11	-5	-0.5	-18	3	0.95
COc1ccc(CN(C(=O)Cn2nnc3ccccc32)C(C(=O)NC(C)(C)C)c2ccco2)cc1 (stereo not given)	1	-9	12	-4	-0.8	-5	0	0.98
Cc1cccc(N2CCN(C(=O)COCc3cc(-c4ccc5c(c4)OCO5)on3)CC2)c1C	-1	-9	14	-12	0.3	6	-8	1.1
O=S(=O)(Cc1ccccc1)Cc1cnc(Cl)s1	2	-5	16	7	0.4	-1	2	1
COc1cc(NC(=O)CN2C(=O)c3ccccc3S2(=O)=O)cc(OC)c1	-1	-17	-1	8	0.4	-21	1	1.1
CC(c1ccccc1)n1cnc2ccccc21 (stereo not given)	3	5	5	-13	-0.9	1	-1	1.1
Cc1nc2ccc(NC(=O)c3ccc(S(=O)(=O)N(C)c4ccccc4)cc3)cc2s1	-1	2	4	45	5.5	-11	-4	0.93
O=C(NC1=NCCS1)C1CC(=O)N(c2ccc(Cl)cc2)C1 (stereo not given)	0	-7	14	-2	-1.0	-8	0	0.98
O=C(NCCc1ccccc1)c1ccc(Cl)cc1[N+](=O)[O-]	3	.	14	0	0.2	-1	-1	.
OC(COc1ccccc1)CN1CCN(CC(O)COc2ccccc2)CC1 (stereo not given)	2	-5	13	24	0.0	-1	-1	0.98
CC(=O)Nc1ccccc1Oc1ccccc1	1	-2	1	-1	-1.5	-43	0	0.99
O=C(O)c1cccc(C(=O)O)c1Br	1	-6	18	8	0.7	-1	-1	1.1
COC(=O)c1cn(-c2ccccc2)nc1-c1ccc(OC)c(OC)c1	2	-15	7	5	-1.1	0	1	1.1
COc1cccc(Nc2nc3ccccc3nc2NS(=O)(=O)c2ccc(NC(C)=O)cc2)c1	-9	12	-404	-6	-0.4	24	22*	1.1
CN1C(=S)SC(N(O)C(=O)NC2CCCCC2)C1(C)C (stereo not given)	3	12	14	-15	0.2	2	0	0.96
CCOC(=O)C1=C(N)OC2=C(C(=O)CCC2)C1c1ccccc1OC (stereo not given)	-5	-1	5	-9	-2.1	0	0	0.9
Cc1ccc(CNC(=O)C2CC(c3cccc(F)c3)=NO2)cc1 (stereo not given)	1	-17	4	8	-1.0	-2	3	1.3
COc1ccc2c(=O)c3c(=O)n(Cc4ccco4)c(-c4ccco4)nc3oc2c1	-21	-22	-39	24	-0.4	-8	0	0.97
Cn1c(CCNC(=O)c2ccc(Cl)cc2)n[nH]c1=S	2	0	32	32	0.7	-3	6	0.92

Structural class, the compounds so far containing bromine (3)
SMILES	SENP1 inh	SENP6 inh	SENP8 block	PfGluPho inh	MPTP block	ATG4B inhibitor	NR3A LBD binder	hIAP act
Brc1ccc(C2Nc3cccc4cccc(c34)N2)cc1	-4	.	-16	40	5.6	17	1	.
CC1CC1C(=O)OCC(=O)NNC(=O)COc1ccc(Br)cc1 (stereo not given)	0	-2	4	2	-1.7	6	1	1.4
O=C(O)c1cccc(C(=O)O)c1Br	1	-6	18	8	0.7	-1	-1	1.1

Carrying on:
SMILES	SENP1 inh	SENP6 inh	SENP8 block	PfGluPho inh	MPTP block	ATG4B inhibitor	NR3A LBD binder	hIAP act
C=C(C)Cn1c(N2CCC(Cc3ccccc3)CC2)nc2c1c(=O)[nH]c(=O)n2C	1	98*	19	11	3.2	8	-5	0.89
CCC1(CC)N([O-])C(C)=C(c2ccccc2)[N+]1=O	0	-12	15	-10	-2.1	-1	-1	0.91
COc1ccccc1/C=C/C=N/NC(=O)c1cnccn1	0	-26	-17	-9	-0.8	0	-2	1.1
Nc1nc(SCC(=O)O)[nH]c(=O)c1NC(=O)c1ccco1	0	3	3	9	-0.7	-9	1	1.4
O=C(Nc1cccc(C(=O)O)c1)/C(=C\c1cccc([N+](=O)[O-])c1)NC(=O)c1ccc(Br)cc1	3	.	18	-15	-1.0	.	.	.
CCSc1ccccc1C(=O)N1CCC2(CC1)CC(=O)c1ccccc1O2	3	-14	-21	-17	-1.6	-8	-1	1.3
Cc1ccc(Sc2ncccc2COC(=O)NC(C)C)cc1	0	-8	6	3	-0.1	-4	-3	0.92
CN(C(=O)CCN1C(=O)S/C(=C\c2ccccc2)C1=O)C1CCS(=O)(=O)C1 (stereo not given)	2	-13	-11	-10	-2.6	-2	7	1.2
CC1CCc2c(C(=O)Nc3nccs3)csc2C1 (stereo not given)	1	14	4	-1	1.0	3	-2	1
C=CCNC(=O)C1CCC(=O)N1S(=O)(=O)c1ccc(C)cc1 (stereo not given)	2	15	8	-11	-0.5	6	2	1.1
Cc1ccc(CNC(=O)c2ccc(Cl)cc2[N+](=O)[O-])cc1	3	-13	16	1	1.9	0	4	1.1
COc1cccc(NC(=O)C2CCN(S(=O)(=O)c3ccc4c(c3)C(C)(C)C(=O)N4C)CC2)c1	1	-18	7	13	-3.1	-14	1	0.92
COc1ccc(Cl)cc1C(=O)NNC(=O)c1cccnc1	1	-11	8	-33	-0.4	4	2	1.1
O=C(CC1COc2ccccc2O1)NCc1ccccc1 (stereo not given)	0	-10	13	-8	-0.5	6	2	0.93
CCC(=O)NCCc1nc2cc(NC(=O)c3ccccc3Cl)ccc2n1C	4	-3	17	-7	0.4	6	-2	0.95
COc1ccc(S(=O)(=O)N2CCCC(C(=O)NCCCn3ccnc3)C2)cc1OC (stereo not given)	0	-13	11	2	0.4	4	7	0.93
Nc1ncnc2c1ncn2Cc1ccccc1	0	-20	2	6	0.3	-5	-1	1
CCC(C)NC(=O)CCc1nc2ccccc2n1-c1ccccc1 (stereo not given)	-1	-31	16	-6	0.1	-1	0	0.92
CC(=O)N1C(C(=O)O)Cc2c([nH]c3ccccc23)C1(C)C (stereo not given)	-32	-10	9	-15	-0.2	-3	1	1.3
CCC(=O)Nc1ccc(NC(=O)CSc2nnnn2C2CCCC2)cc1C	1	-13	15	-4	5.9	-5	-3	1.1
C[C@H](NC(=O)c1nc[nH]c1C(=O)N[C@@H](CCCCNC(=O)OC(C)(C)C)C(=O)OC(C)(C)C)c1ccccc1	1	-5	13	30	-1.0	-20	-5	1.4
O=C(CCCc1ccccc1)NCCc1ccccc1	-3	-3	8	-7	2.1	3	0	0.96
COc1ccc(N(C)S(=O)(=O)c2ccc(Cl)c(C(=O)NCC(C)(C)N3CCOCC3)c2)cc1	1	-21	-1	-19	-2.5	0	1	1.1

Look-ups from the list:
Value for COc1ccccc1/C=C/C=N/NC(=O)c1cnccn1 in hIAP act: 1.1
Value for COc1ccc(Cl)cc1C(=O)NNC(=O)c1cccnc1 in SENP8 block: 8
Value for O=C(CCCc1ccccc1)NCCc1ccccc1 in SENP8 block: 8
Value for CCC(=O)Nc1ccc(NC(=O)CSc2nnnn2C2CCCC2)cc1C in ATG4B inhibitor: -5
Value for CC(=O)N1C(C(=O)O)Cc2c([nH]c3ccccc23)C1(C)C (stereo not given) in SENP1 inh: -32
Value for CN(C(=O)CCN1C(=O)S/C(=C\c2ccccc2)C1=O)C1CCS(=O)(=O)C1 (stereo not given) in PfGluPho inh: -10
Value for COc1ccc(S(=O)(=O)N2CCCC(C(=O)NCCCn3ccnc3)C2)cc1OC (stereo not given) in hIAP act: 0.93

Compound activity as filed in PubChem BioAssay.
